PPARg SRC-3 ag – PPARgamma-driven SRC-3 recruitment agonism. P37231. biochemical PPARgamma/SRC-3 coactivator recruitment assay. activation, % at 8 µM. 200,000 compounds, 0.26% hits; in the data active = activation above about 23%;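 also: 0% = DMSO and 100% = reference agonist; some compounds past the cut are filed as inactive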
Target sequence (P37231 whole entry, looked up): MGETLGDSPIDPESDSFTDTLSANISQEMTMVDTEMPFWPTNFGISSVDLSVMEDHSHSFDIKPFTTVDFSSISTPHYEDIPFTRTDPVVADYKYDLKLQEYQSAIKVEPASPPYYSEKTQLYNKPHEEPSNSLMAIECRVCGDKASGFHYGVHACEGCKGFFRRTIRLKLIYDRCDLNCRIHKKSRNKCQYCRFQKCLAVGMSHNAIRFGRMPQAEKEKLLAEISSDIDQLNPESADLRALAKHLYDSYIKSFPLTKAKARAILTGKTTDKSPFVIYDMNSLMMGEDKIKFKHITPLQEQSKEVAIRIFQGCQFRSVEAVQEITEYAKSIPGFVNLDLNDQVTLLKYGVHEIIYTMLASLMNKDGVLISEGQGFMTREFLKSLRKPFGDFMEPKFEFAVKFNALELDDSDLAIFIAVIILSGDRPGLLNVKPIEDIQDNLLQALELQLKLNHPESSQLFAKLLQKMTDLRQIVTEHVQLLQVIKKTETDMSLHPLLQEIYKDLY
TR-FRET SRC-2 ct – TR-FRET artefact, counter-screen to PPARgamma/SRC-2 agonist assay; AID 1049; 200,000 compounds, 0.4% hits; TR-FRET ratio at 8 µM; active compounds read high; in the data active = TR-FRET ratio above about 2000; also: inactives centre near 1500
PPARg SRC-2 ag – promotes SRC-2 coactivator recruitment by human PPARgamma; P37231; PPARgamma LBD-SRC-2 recruitment, biochemical; activation, % at 8 µM; 200,000 compounds, 0.34% hits; AID 1032; in the data active = activation above about 22%;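 also: 0% = vehicle and 100% = reference agonist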
STAT3 inh – inhibitors of IL-6 induced STAT3 signaling. inhibition, % at 5.5 µM. U3A cells, IL-6 STAT3-luciferase reporter, luminescence; host cell line lacks STAT1. 190,000 compounds, 0.89% hits;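 active = inhibition above the mean inhibition across all screened compounds plus 3 SD, cut at about 44% in these data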;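 also: 0% = DMSO only wells and 100% = 100 µM nifuroxazide control wells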
PPARg SRC1 recr – promotes SRC-1 coactivator recruitment by human PPARgamma; PPARgamma-SRC-1 coactivator recruitment biochemical assay; activation, % at 8 µM; 200,000 compounds, 0.41% hits; in the data active = activation above about 19%;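 also: 0% = DMSO and 100% = reference agonist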
bIAP inhibitor – intestinal alkaline phosphatase (bovine) inhibition; purified bovine IAP, CDP-star luminescence, 30 min; inhibition, % at 20 µM; 190,000 tested, under 10 active;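 active = over 50% inhibition of intestinal alkaline phosphatase at 20 µM in the single-dose screen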
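Assay system: bovine IAP enzyme; medium: DEA buffer 100 mM, pH 9.8, with MgCl2 1.0 mM, ZnCl2 0.02 mM; doses: 20 µM single dose; incubation: enzyme reaction for 30 min at room temperature; detection: CDP-star luminescence signal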
STAT1 blocker – STAT1 signaling inhibition. NIH 3T3 STAT1-luciferase reporter, IFN-gamma, luminescence. inhibition, % at 5.5 µM. 200,000 compounds, 0.35% hits. AID 920;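 active = inhibition above a set limit, the mean inhibition across all tested compounds plus 3 SD, cut at about 34% in these data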;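 also: 0% = IFN-gamma with DMSO and 100% = IFN-gamma with 300 µM nifuroxazide; values of inactives mirror those of a sister screen read the other way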
bIAP act – intestinal alkaline phosphatase (bovine) activation; 200,000 compounds, 0.17% hits; activation factor at 20 µM; purified bovine IAP, CDP-star luminescence, 30 min; active compounds read high; fold of DMSO-control signal, blank-subtracted;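 active = activation factor of 2 or more at 20 µM, a signal rise over negative controls twice the positive control's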
STAT3 act – STAT3 signaling activation. U3A cells, IL-6 STAT3-luciferase reporter, luminescence; 100% = signal with IL-6 EC80 alone. activation (% of control), % at 5.6 µM. 190,000 compounds, 0.91% hits. AID 871;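 active = activation above the screen-wide mean of compound activation plus 3 SD, cut at about 130% in these data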;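 also: 0% = background luminescence of wells with medium and substrate only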
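Material: human U3A cells carrying STAT3-luciferase construct. Measured by: reporter luminescence signal. Timing: compound 1 h, then IL-6 6 h at 37 °C.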
ROMK primary – modulators of human ROMK potassium channel | P48048 | Tet-inducible ROMK, thallium flux fluorescence; actives lie on both sides | B-score at 10 µM | 130,000 compounds, 2% hits | AID 1918;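 active = signal ratio slope over the read window, or its plate-corrected B-score, at least 3 SD from the plate mean, either direction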;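 also: B-score of the F/F0 ratio slope over 7 to 12 s after thallium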
TNAP act hi DEA – TNAP (human) activation, high acceptor | P05186 | purified TNAP, CDP-star luminescence, 1 M DEA, 30 min; active compounds read high; 0 = EDTA background, 1 = DMSO-only activity | activation factor at 20 µM | 200,000 tested, under 10 active | AID 1136;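 active = activation factor at least 2 at 20 µM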
Target sequence (P05186 whole entry, looked up): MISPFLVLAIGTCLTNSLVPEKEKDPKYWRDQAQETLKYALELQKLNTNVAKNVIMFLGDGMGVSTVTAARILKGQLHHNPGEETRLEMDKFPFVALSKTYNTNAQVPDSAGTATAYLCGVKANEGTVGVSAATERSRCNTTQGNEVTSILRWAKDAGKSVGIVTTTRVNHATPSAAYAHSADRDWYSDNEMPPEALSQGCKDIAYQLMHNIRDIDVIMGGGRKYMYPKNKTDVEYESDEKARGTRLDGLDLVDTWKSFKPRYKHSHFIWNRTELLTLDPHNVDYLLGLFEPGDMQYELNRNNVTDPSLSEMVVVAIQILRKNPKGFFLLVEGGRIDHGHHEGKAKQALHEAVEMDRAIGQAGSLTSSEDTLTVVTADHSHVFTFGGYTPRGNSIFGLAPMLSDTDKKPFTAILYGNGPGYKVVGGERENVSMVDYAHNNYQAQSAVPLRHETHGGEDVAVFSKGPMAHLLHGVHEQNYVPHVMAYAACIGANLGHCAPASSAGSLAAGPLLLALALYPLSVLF
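Control set: EDTA negative control, DMSO positive control / Assay system: human TNAP / Quantity: TNAP 1/800 final / Evaluation: TNAP activation factor scaled between EDTA and DMSO control wells / Measured by: luminescent substrate turnover signal / Compound dosing: one dose, 20 µM / Times: 30 min enzyme reaction at room temperature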
Active calls of the source: *; nt = not tested or not shown. Compounds were not picked by outcome (roughly 3.7% active in at least one column).

SMILES	PPARg SRC-3 ag	TR-FRET SRC-2 ct	PPARg SRC-2 ag	STAT3 inh	PPARg SRC1 recr	bIAP inhibitor	STAT1 blocker	bIAP act	STAT3 act	ROMK primary	TNAP act hi DEA
Cc1cc(C)nc(SCc2csc(-c3ccccc3)n2)n1	-1	1481	3	22	2	8	-76	0.9	83	-1.6	1
CC(=O)Nc1ccc(NC(=S)NC(=O)/C=C/c2ccccc2)cc1	3	1516	3	13	2	-37	13	1.4	93	1.6	1
COC(=O)c1cccc(NC(=O)CSc2nc(O)c(-c3ccccc3)c(=O)[nH]2)c1	1	1693	5	12	6	-10	8	1.1	92	1.1	1
COc1ccc(OC)c(NC(=O)COC(=O)Cc2ccc(Br)cc2)c1	9	1771	3	-1	0	-4	0	1	103	nt	1
COc1ccc(OC(C)c2ccc(C#N)c(=O)[nH]2)cc1 (stereo unspecified)	1	1563	3	-10	4	10	0	0.9	109	-0.76	1
COc1cc(Br)cc(-c2nc3c(c(=O)[nH]c(=O)n3Cc3ccccc3)n2C)c1O	4	1639	-2	4	-5	-2	-2	1	100	1.2	1
CN(C)S(=O)(=O)c1ccc(C(=O)Nc2cccc(C(=O)O)c2)cc1	6	1689	8	10	-2	1	4	1	96	0.5	1
COc1ccc2cc(/C(C)=N/NC(=O)C3CC3)ccc2c1	-1	1672	2	-2	7	-5	-50	1.1	103	-0.6	1
Cc1onc(-c2ccccc2Cl)c1C(=O)Nc1nnc(-c2ccc(Br)cc2)s1	25	2175*	28*	13	29*	1	-5	1	96	nt	1
COc1ccc(Cn2c(O)c(/C=N/NC(=O)c3cccnc3)c3ccccc3c2=O)cc1	0	1592	-4	2	3	-46	11	1.5	106	-5.5*	0.9
CCOc1cccc(C=Nc2cc(C)cc(C)c2O)c1O	2	1663	-2	2	10	12	3	0.9	103	nt	1
CCOCCCn1c(=NC(=O)c2cccnc2)c(C(=O)OCC)cc2c(=O)n3ccccc3nc21	2	1630	-3	2	15	0	7	1	102	2.3	1
COC(=O)c1sccc1NC(=O)c1cnc2cc(C)nn2c1C	0	1834	8	24	1	0	-10	1	85	-0.082	1
C=CCN1C(=O)C(CC(=O)Nc2ccc(C)cc2)SC1=Nc1c(C)n(C)n(-c2ccccc2)c1=O (stereo unspecified)	0	1455	3	4	-2	-16	3	1.2	103	1.6	1
COc1ccc(-c2csc(N3CCN(c4cc(C)nc5ccccc45)CC3)n2)cc1OC	-3	1627	-8	13	-3	-8	1	1.1	91	0.66	1
O=C(N/N=C1/CCS(=O)(=O)c2ccc(F)cc21)c1cccnc1	4	1637	1	-5	4	-6	-13	1.1	106	0.26	1
COc1ccccc1NCc1nnc(SCC(=O)N/N=C/c2ccco2)n1-c1ccc(Cl)cc1Cl	1	1478	-3	5	2	2	7	1	97	nt	1
O=C(C(=O)N1CCN(c2ccc(F)cc2)CC1)N1CCCCC1	7	1519	0	14	10	-13	-5	1.1	95	-0.039	1
Cc1cc2ncn(/N=C/c3ccc([N+](=O)[O-])o3)c2cc1C	-3	1617	-8	9	-10	10	-5	0.9	96	nt	1
CC(=O)OCC1=C(C(=O)O)N2C(=O)C(NC(=O)C(C)Cn3cc(Cl)cn3)C2SC1 (stereo unspecified)	2	1646	-3	4	0	1	-4	1	99	0.65	1
O=C(CC1Sc2ccccc2NC1=O)NCc1cccc(Cl)c1 (stereo unspecified)	2	1503	2	6	7	-3	3	1	97	-0.34	1
CN(C)c1ccc(N2C(=O)CC(Nc3ccc(N4CCOCC4)cc3)C2=O)cc1 (stereo unspecified)	6	1507	8	3	10	22	-3	0.8	99	nt	1
C=C(C)CN1CCN(c2c(CCC#N)c(C)c(C#N)c3nc4ccccc4n23)CC1	3	1626	3	-1	4	-5	-8	1	106	0.37	1
NS(=O)(=O)c1ccc(CCNC(=O)c2ccc(C#CC3(O)CCCCC3)cc2)cc1	-1	1614	3	17	4	-23	52*	1.2	87	-0.43	1
CCOc1ccc(NC(=O)Cn2c(=O)n(CC3CCCO3)c(=O)c3ccccc32)cc1 (stereo unspecified)	-3	1462	-8	-3	-2	-24	10	1.2	103	0.61	1
COc1cc2[nH]c3c(Cl)ncnc3c2cc1OC	-1	1531	2	8	-2	26	-4	0.7	94	nt	1
CC[N+](C)(C)CCN(Cc1ccc(Cl)cc1)c1ccccn1	2	1534	-7	-7	-5	17	4	0.8	106	-0.89	1
COc1ccc(/C=N/NC(=O)c2nc(-c3ccccc3)cc(-c3ccccc3)n2)cc1	-1	1557	0	18	4	10	-22	0.9	90	0.86	1.1
CCOC(=O)c1c(C(=O)OCC)c(C)n(Cc2cc(OC)c(OC)c(OC)c2)c1C	1	1697	3	2	4	6	-7	0.9	101	0.38	1
Cc1ccc(S(=O)(=O)NC(=O)COc2ccccc2C)cc1	-4	1467	-4	-2	-1	3	-5	1	105	0.23	1

At a glance, some entries already given.
SMILES	PPARg SRC-3 ag	TR-FRET SRC-2 ct	PPARg SRC-2 ag	STAT3 inh	PPARg SRC1 recr	bIAP inhibitor	STAT1 blocker	bIAP act	STAT3 act	ROMK primary	TNAP act hi DEA
Cc1cc(C)nc(SCc2csc(-c3ccccc3)n2)n1	-1	1481	3	22	2	8	-76	0.9	83	-1.6	1
CC(=O)Nc1ccc(NC(=S)NC(=O)/C=C/c2ccccc2)cc1	3	1516	3	13	2	-37	13	1.4	93	1.6	1
COC(=O)c1cccc(NC(=O)CSc2nc(O)c(-c3ccccc3)c(=O)[nH]2)c1	1	1693	5	12	6	-10	8	1.1	92	1.1	1
COc1ccc(OC)c(NC(=O)COC(=O)Cc2ccc(Br)cc2)c1	9	1771	3	-1	0	-4	0	1	103	nt	1
COc1ccc(OC(C)c2ccc(C#N)c(=O)[nH]2)cc1 (stereo unspecified)	1	1563	3	-10	4	10	0	0.9	109	-0.76	1

5 structures from above, ordered by SMILES length, highest first:
SMILES	PPARg SRC-3 ag	TR-FRET SRC-2 ct	PPARg SRC-2 ag	STAT3 inh	PPARg SRC1 recr	bIAP inhibitor	STAT1 blocker	bIAP act	STAT3 act	ROMK primary	TNAP act hi DEA
CC(=O)OCC1=C(C(=O)O)N2C(=O)C(NC(=O)C(C)Cn3cc(Cl)cn3)C2SC1 (stereo unspecified)	2	1646	-3	4	0	1	-4	1	99	0.65	1
COc1ccc(/C=N/NC(=O)c2nc(-c3ccccc3)cc(-c3ccccc3)n2)cc1	-1	1557	0	18	4	10	-22	0.9	90	0.86	1.1
NS(=O)(=O)c1ccc(CCNC(=O)c2ccc(C#CC3(O)CCCCC3)cc2)cc1	-1	1614	3	17	4	-23	52*	1.2	87	-0.43	1
CN(C)c1ccc(N2C(=O)CC(Nc3ccc(N4CCOCC4)cc3)C2=O)cc1 (stereo unspecified)	6	1507	8	3	10	22	-3	0.8	99	nt	1
Cc1ccc(S(=O)(=O)NC(=O)COc2ccccc2C)cc1	-4	1467	-4	-2	-1	3	-5	1	105	0.23	1

The listing continues:
SMILES	PPARg SRC-3 ag	TR-FRET SRC-2 ct	PPARg SRC-2 ag	STAT3 inh	PPARg SRC1 recr	bIAP inhibitor	STAT1 blocker	bIAP act	STAT3 act	ROMK primary	TNAP act hi DEA
Cc1cccc(NC(NC(=O)c2ccccn2)C(Cl)(Cl)Cl)c1 (stereo unspecified)	-2	1447	-1	-6	0	48	-2	0.5	105	-0.24	1
CCCNC(=O)COC(=O)c1ccc(Cl)c(S(=O)(=O)N2CCCC2)c1	-9	1539	-1	6	-1	6	-1	0.9	101	-0.62	1
COc1ccc(NC(=O)c2ccc(S(=O)(=O)N(C)C)cc2)cc1OC	1	1516	-2	-10	-1	4	13	1	112	nt	1.1
Cc1cc(C(=O)OCC(=O)c2ccc3c(c2)OCCO3)c(C)o1	9	1561	3	7	10	3	-1	1	100	0.87	1
COc1ccc2c(CC(=O)OCC(=O)Nc3sc4c(c3C#N)CCC(C)C4)coc2c1 (stereo unspecified)	2	1465	10	-4	-2	-6	-9	1.1	107	0.11	1
CC(OC(=O)/C=C/c1ccco1)C(=O)Nc1cccc([N+](=O)[O-])c1 (stereo unspecified)	4	1525	7	-1	-2	11	4	0.9	98	nt	1
Cc1ccc(S(=O)(=O)NCCC(=O)Nc2nnc(C3CC3)s2)cc1C	12	1883	5	-2	12	-13	-2	1.1	104	-0.34	1
COc1ccccc1CN1C(=O)C2CC=CCC2C1=O (stereo unspecified)	10	1686	0	0	5	-4	-2	1	103	nt	1.1
CC(C1CC1)N(Cc1ccccc1)C(=S)Nc1ccccc1 (stereo unspecified)	0	1545	3	-9	0	-8	1	1.1	108	0.45	1
Cc1ccccc1NC(=S)NCCO	1	1501	-3	7	-2	-21	-1	1.2	96	0.98	1
Cc1nn(CC(=O)NCCc2ccccc2)c(C)c1[N+](=O)[O-]	-3	1559	-2	-7	-2	19	-12	0.8	104	-1	1
COCCn1c(-c2ccc(OC(F)(F)C(F)C(F)(F)F)cc2)nc2c1c(=O)[nH]c(=O)n2CC(C)C (stereo unspecified)	2	1502	4	8	-2	-3	-8	1	98	0.58	1
O=C(Nc1ccc(F)cc1)Nc1ccccc1NS(=O)(=O)c1cccs1	3	1535	-4	6	4	9	2	0.9	92	nt	1.1
CCn1nc(C(C)C(=O)O)c2ccccc2c1=O (stereo unspecified)	0	1487	-3	5	-1	-16	-9	1.2	97	0.4	1.1
CC(OC(=O)CCC(=O)c1cccs1)C(=O)Nc1ccc(Cl)cn1 (stereo unspecified)	-3	1392	2	7	1	4	-2	1	98	nt	1
O=C(COC(=O)CNC(=O)c1ccc(Cl)cc1)Nc1ncc(C(F)(F)F)cc1Cl	-8	1444	4	-4	1	1	1	1	99	nt	1
Cc1nonc1OCC(C)(COc1nonc1C)NC(=O)c1ccccc1	4	1374	2	7	2	34	2	0.7	96	nt	1
Cc1ccc(Nc2ncccc2C(N)=O)cc1	1	1601	4	18	2	-4	-30	1	88	-0.47	1
CCOc1ncccc1C(=O)OCC(=O)Nc1ccc(C)c(S(=O)(=O)N2CCOCC2)c1	-3	1560	-4	3	0	5	10	0.9	102	nt	0.9
O=C(COc1ccccc1N1C(=O)c2ccccc2C1=O)c1ccc(Cl)cc1	-4	1436	-1	13	6	4	-7	1	96	nt	1
Cc1nc2ccc(NC(=O)Cc3ccccc3F)cc2s1	1	1510	9	7	-7	-6	-49	1.1	98	0.031	1
COc1ccc(NC(=O)c2cccnc2N2CCCC2)cc1	-11	1444	0	4	-2	0	-2	1	102	2	1
COCCCNC(=S)NNC(=O)c1ccoc1C	3	1557	3	9	3	6	5	0.9	95	nt	1

Source: PubChem BioAssay
